TRPC6 inhibitor: blocks the mouse TRPC6 cation channel; HEK293-TRPC6, membrane potential dye, ACh-evoked depolarization; hits give low values; B-score at 10 µM; actives 1.1% (n = 310,000); Q61143;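 active = B-score under library mean minus 3 SD, initial fluorescence not abnormally high, positive integrated signal ratio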;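 also: B-score derived from integrated fluorescence ratio over the kinetic read; more negative B-score means stronger inhibition of depolarization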
TRPC6 act: activators of mouse TRPC6 channel; actives 0.13% (n = 310,000); Q61143; HEK293-TRPC6 membrane potential dye fluorescence; hits give high values; B-score at 10 µM; AID 2550;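 active = B-score of the integrated fluorescence ratio above library mean plus 3 SD, and starting fluorescence ratio within library mean plus 5 SD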;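 also: higher score means more depolarization so channel activation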
MrgX1 allo act: human MrgX1 positive allosteric modulation, primary screen; actives 0.63% (n = 310,000); B-score at 10 µM; Q96LB2; MrgX1-HEK293, Fluo-4 calcium flux, FDSS; hits give high values;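 active = plate-corrected calcium response at least 3 library SD above typical, normal starting fluorescence, not activating the receptor alone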;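 also: compound read alongside a low EC10 to EC30 dose of BAM8-22 agonist; peak minus trough fluorescence over baseline measured at the second addition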
MrgX1 ag: activates human MrgX1 receptor signaling | Q96LB2 | MrgX1-HEK293 cells, Fluo-4 calcium fluorescence, agonist mode; hits give high values | B-score at 10 µM | actives 0.44% (n = 310,000) | AID 588627;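 active = calcium response B-score plate-corrected fluorescence ratio at least 3 library SD, with starting fluorescence B-score inside 5 SD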
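Material – MrgX1-expressing HEK293 cells · Input – 15,000 cells seeded per well · Dosing – compound as first of three additions · Times – overnight seeding, then 1 h dark dye loading · Measured by – kinetic Fluo-4 NW fluorescence of intracellular calcium · Read-out – B-scored fluorescence response ratio · Benchmarks – positive and negative control wells on each plate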
TRPC4 PAM: allosteric potentiators of mouse TRPC4 channel; Q9QUQ5; HEK293 TRPC4beta/mu-opioid, DAMGO EC20, Fluo-4 Ca2+ flux; hits give high values; B-score at 10 µM; actives 0.42% (n = 310,000); AID 2227;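 active = B-score of calcium response area above 5 SD of library B-scores, with initial fluorescence ratio within 5 SD of library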;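 also: B-score of integrated fluorescence ratio over time as area under calcium response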
Target sequence (Q9QUQ5 whole entry, looked up): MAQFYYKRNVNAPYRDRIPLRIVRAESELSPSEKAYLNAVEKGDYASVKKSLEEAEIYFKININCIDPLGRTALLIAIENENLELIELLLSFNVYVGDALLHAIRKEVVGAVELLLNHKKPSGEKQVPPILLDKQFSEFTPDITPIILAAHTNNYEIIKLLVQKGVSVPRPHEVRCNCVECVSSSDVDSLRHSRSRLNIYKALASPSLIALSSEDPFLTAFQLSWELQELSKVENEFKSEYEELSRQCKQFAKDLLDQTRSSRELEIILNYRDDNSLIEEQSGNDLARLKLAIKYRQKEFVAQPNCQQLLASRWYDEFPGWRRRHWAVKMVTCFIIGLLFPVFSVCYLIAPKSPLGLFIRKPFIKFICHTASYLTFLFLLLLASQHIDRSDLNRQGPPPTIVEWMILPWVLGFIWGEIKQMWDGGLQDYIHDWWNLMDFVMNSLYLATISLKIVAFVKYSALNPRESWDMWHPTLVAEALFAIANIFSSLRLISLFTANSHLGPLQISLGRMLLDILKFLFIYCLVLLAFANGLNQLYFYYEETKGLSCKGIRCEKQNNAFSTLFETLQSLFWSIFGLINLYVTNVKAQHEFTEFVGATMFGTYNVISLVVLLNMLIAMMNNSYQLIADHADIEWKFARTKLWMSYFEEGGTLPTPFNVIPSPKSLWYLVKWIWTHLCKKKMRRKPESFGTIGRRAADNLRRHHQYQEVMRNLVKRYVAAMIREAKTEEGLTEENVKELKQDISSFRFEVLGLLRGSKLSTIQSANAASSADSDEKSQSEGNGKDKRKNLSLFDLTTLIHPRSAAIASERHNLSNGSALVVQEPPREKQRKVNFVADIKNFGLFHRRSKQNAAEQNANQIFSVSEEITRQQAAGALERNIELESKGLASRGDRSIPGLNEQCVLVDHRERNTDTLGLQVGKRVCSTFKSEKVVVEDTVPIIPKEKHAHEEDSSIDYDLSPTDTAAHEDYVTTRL
TRPC4 agonist: TRPC4 (mouse) channel activation. AID 2237. B-score at 10 µM. HEK293 TRPC4beta/mu-opioid, Fluo4 calcium fluorescence; hits give high values. actives 0.49% (n = 310,000). Q9QUQ5;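 active = B-score above 5 SD of library B-scores, and initial fluorescence ratio not above library mean plus 5 SD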;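 also: positive B-score marks a calcium rise read as TRPC4 activation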
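system = HEK293 cells stably co-expressing mouse TRPC4beta and mu-opioid receptor | schedule = Fluo4 dye loading 45 min at room temperature, 110 s recording | measure = B-scored integrated calcium fluorescence ratio | signal = Fluo4 calcium-sensitive dye fluorescence, kinetic, 1 Hz baseline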
MrgX1 antagonist: human MrgX1 receptor antagonism, primary screen; MRGX1-HEK293 calcium flux, Fluo-4, BAM8-22 antagonism; hits give low values; B-score at 10 µM; actives 1.3% (n = 310,000);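 active = calcium-response B-score plate-corrected more than 3 library SD below zero, starting fluorescence within 5 deviations, no agonist response on first addition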;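 also: peak minus trough fluorescence over baseline after final BAM8-22 challenge near maximal dose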
PolyA inhibitor: blocks polyadenylation in yeast reporter cells. S. cerevisiae SKY197-pL101 polyadenylation reporter, beta-gal luminescence; efflux-impaired pdr1/pdr3 knockout yeast; score 100 = 6 SD above DMSO. calls only at 12 µM. actives 0.02% (n = 300,000). AID 1875;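 active = lowest replicate activity score at least 50, where 100 means six control SD above control mean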;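 also: yeast exposed to compound for 9 h at 30 °C; higher score means more reporter readthrough which indicates perturbed polyadenylation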
AI-2 QS mod: Vibrio harveyi AI-2 quorum sensing modulation; Vibrio harveyi JMH597 AI-2 luminescence/OD600 ratio, 9 h; hits give low values; strain lacks LuxN and CqsS sensors; 0 = neutral-control median; activity change, % at 7.5 µM; actives 0.4% (n = 300,000); in the data active = activity change below about -75%, passing the limit was not always enough;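 also: luminescence divided by OD600 gain over 9 h not by final OD600 alone; inactives centre near 13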
HIF activator: HIF pathway transcriptional activation. U2OS HRE-luciferase reporter, luminescence; normalized: DMSO 0%, desferrioxamine 100%. activation, % at 7.5 µM (by protocol). actives 0.32% (n = 300,000). AID 1910;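 active = mean activation of at least 10% of the iron chelator positive control signal, with at least half of replicates also reaching 10%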
TRPC4 block: blocks the mouse TRPC4 cation channel; HEK293 TRPC4beta/mu-opioid, DAMGO-evoked Fluo4 calcium flux; hits give low values; B-score at 10 µM; actives 0.39% (n = 300,000);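 active = B-score over 3 SD under the library average, no early fluorescence shift, positive overall ratio signal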
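test system = HEK293 cells with stable TRPC4beta plus mu-opioid receptor expression | detection = Fluo4 Ca2+ flux fluorescence | read-out = integrated fluorescence ratio relative to baseline, converted to per-well B score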
Starred values were filed as active, the others as inactive; i = inactive; x = not tested or not shown.

Values run as follows: TRPC6 inhibitor, TRPC6 act, MrgX1 allo act, MrgX1 ag, TRPC4 PAM, TRPC4 agonist, MrgX1 antagonist, PolyA inhibitor, AI-2 QS mod, HIF activator, TRPC4 block
CCOc1ccc(N2CC(C(=O)N3CCCCC3)CC2=O)cc1 (stereo unspecified)
    i, i, i, i, i, i, i, i, 17, 0.0, i
COc1ccc(CSc2ncn[nH]2)cc1[N+](=O)[O-]
    i, i, i, i, i, i, i, i, 7, -1.2, i
CC(=O)Oc1ccc2occ(C(=O)c3ccccc3)c2c1
    i, i, i, i, i, i, i, i, 13, 3.2, i
Cc1ccc(S(=O)(=O)N2CCOCC2)cc1C(=O)NCc1cccnc1
    i, i, i, i, i, i, i, i, 10, -0.1, i
CCN(CC)C(=O)CSc1nc2cc3c(cc2c(=O)n1CCCC(=O)NCCc1ccc(OC)c(OC)c1)OCO3
    i, i, i, i, i, i, i, i, x, -0.1, i
CCOC(=O)CSc1nnc(CNC(=O)c2ccco2)n1-c1ccc(F)cc1
    i, i, i, i, i, i, i, i, 11, -0.2, i
COc1ccc(N2CCN(S(=O)(=O)c3ccc(OC)c(C(=O)N4CCCCC4)c3)CC2)cc1
    i, i, i, i, i, i, i, i, 10, 0.3, i
O=C(NCC(=O)N1CCOCC1)OCc1ccccc1
    i, i, i, i, i, i, i, i, 27, 0.1, i
COc1ccc(CN(CC(=O)NCCc2ccccc2)C(=O)CCC(=O)Nc2ccccn2)cc1
    i, i, i, i, i, i, i, i, 18, -1.2, i
O=[N+]([O-])c1ccc(CNC2CCCc3ccccc32)cc1 (stereo unspecified)
    i, i, i, i, i, i, i, i, -6, -0.2, i

Compounds from the list above that have an aryl thioether with sulfur outside any ring:
Values run as follows: TRPC6 inhibitor, TRPC6 act, MrgX1 allo act, MrgX1 ag, TRPC4 PAM, TRPC4 agonist, MrgX1 antagonist, PolyA inhibitor, AI-2 QS mod, HIF activator, TRPC4 block
COc1ccc(CSc2ncn[nH]2)cc1[N+](=O)[O-]
    i, i, i, i, i, i, i, i, 7, -1.2, i
CCN(CC)C(=O)CSc1nc2cc3c(cc2c(=O)n1CCCC(=O)NCCc1ccc(OC)c(OC)c1)OCO3
    i, i, i, i, i, i, i, i, x, -0.1, i
CCOC(=O)CSc1nnc(CNC(=O)c2ccco2)n1-c1ccc(F)cc1
    i, i, i, i, i, i, i, i, 11, -0.2, i

(further entries)
Values run as follows: TRPC6 inhibitor, TRPC6 act, MrgX1 allo act, MrgX1 ag, TRPC4 PAM, TRPC4 agonist, MrgX1 antagonist, PolyA inhibitor, AI-2 QS mod, HIF activator, TRPC4 block
CC(=O)c1sc(-c2ccccc2)cc1NS(=O)(=O)c1ccc(C)cc1
    i, i, i, i, i, i, i, i, 13, 0.0, i
Cc1cc(C)nc(N/N=C/c2c(C)oc3ccccc23)n1
    i, i, i, i, i, i, i, i, 6, 0.1, i
COC(=O)C1=[N+]([O-])OC(C(=O)OC)C1c1c[nH]c2ccccc12 (stereo unspecified)
    i, i, i, i, i, i, i, i, 11, 0.0, i
C=CCn1c(SCC(=O)Nc2c(C)cccc2C)nnc1-c1ccncc1
    i, i, i, i, i, i, i, x, 14, 0.0, i
CCOC(=O)CC1C(=O)NCCN1c1nc2ccc(C)cn2c(=O)c1/C=C1\SC(=S)N(CC(C)C)C1=O (stereo unspecified)
    i, i, i, 103*, i, i, i, i, 8, -0.5, i
Cn1c(NCCO)nc2c(c1=O)C1(CCCCC1)Cc1ccccc1-2
    i, i, i, i, i, i, i, i, 4, -0.2, i
CC(=O)N(Cc1cc(=O)[nH]c2ccccc12)c1ccccc1
    i, i, i, i, i, i, i, i, 18, 0.2, i
O=C(NCc1nc(-c2ccccc2)cs1)c1ccccc1
    i, i, i, i, i, i, i, i, 15, 1.7, i
CCN1CCN(C(=O)c2cc3ccc(OC)cc3[nH]2)CC1
    i, i, i, i, i, i, i, i, 5, 5.6, i
CC(C)NC(=O)Cn1cc(C(=O)COc2ccccc2)c2ccccc21
    i, i, i, i, i, i, i, i, 24, -1.0, i
CCN(CC)CCC/C(=N\O)C(O)(c1ccccc1)c1ccccc1
    -9.4*, i, i, i, i, i, i, i, 7, 0.5, i
CCCS(=O)(=O)c1c(S(=O)(=O)CCC)c2cnccn2c1C(=O)c1ccc(CC)cc1
    i, i, i, i, i, i, i, i, 11, 0.2, i
Cc1nn(C)c(C(=O)NNC(=S)Nc2ccc(F)cc2)c1[N+](=O)[O-]
    i, i, i, i, i, i, i, i, 7, 0.3, i
CCn1c(SCC(=O)OC(C)C)nnc1-c1ccccc1OC
    i, i, i, i, i, i, i, i, 32, -0.4, i
COc1cccc(NC(=O)Nc2ccc3c(c2)CCC3)c1
    i, i, i, i, i, i, i, i, -54, 4.0, i
COC(=O)Cn1ncn2cccc2c1=O
    i, i, i, i, i, i, i, i, 14, 0.1, i
CCOC(=O)C1=C(C)OC(N)=C(C#N)C1c1cc2cc(C)ccc2nc1N1CCCCC1 (stereo unspecified)
    i, i, i, i, i, i, i, i, 27, 0.7, i
Cc1ccc(/C=N/NC(=O)Cc2cccn2C)s1
    i, i, 6.5*, i, i, i, i, i, -6, 2.6, i
CC(=O)c1c(O)cc(C(C)C)n(-c2ccccc2)c1=O
    i, i, i, i, i, i, i, i, 5, -0.2, i
CCOc1cc(NC(=S)NCCOC)c(OCC)cc1NC(=O)c1cccs1
    i, i, i, i, i, i, i, i, 17, -0.2, i
CSc1ccccc1NC(=S)NC1CCCC1
    i, i, i, i, i, i, i, i, 19, -0.9, i
Cc1cccc(/N=C/c2c(O)[nH]c3ccccc23)n1
    i, i, i, i, i, i, i, i, 17, 2.2, i
COc1ccc2c(c1)C1=NN(/C(C)=C/C(C)=O)C(c3cccc(F)c3)C1CC2 (stereo unspecified)
    i, i, i, i, i, i, i, i, -16, 0.0, i
COC(=O)C1Cc2ccccc2CN1S(=O)(=O)c1ccc(F)cc1 (stereo unspecified)
    i, i, i, i, i, i, i, i, 3, 1.0, i
Cc1ccc(S(=O)(=O)N(C(=O)c2ccncc2)c2ccc(OC(=O)c3ccncc3)cc2)c(C)c1
    i, i, i, i, i, i, i, i, 14, 0.2, i
CC(CN1CCN(C)CC1)OC(=O)c1cccc(Cl)c1 (stereo unspecified)
    i, i, i, i, i, i, i, i, 30, 0.4, i
CC1CC(C)CN(C(=O)c2cccc(S(=O)(=O)Nc3cc(C(F)(F)F)ccc3Cl)c2)C1 (stereo unspecified)
    i, i, i, i, i, i, i, i, 201, 0.1, i
COc1ccc(N(CC(=O)NCCSc2ccccn2)S(=O)(=O)c2ccccc2)c(OC)c1
    i, i, i, i, i, i, i, i, 3, 0.9, i
CCOC(=O)C1(CCOc2ccccc2)CCN(Cc2cccc3c2OCO3)CC1
    i, i, i, i, i, i, i, i, 12, -1.3, -7*
CC1CCCC(NC(=O)COC(=O)COc2ccccc2Cl)C1C (stereo unspecified)
    i, i, i, i, i, i, i, i, 8, 0.2, i
CN1CCN(/N=C/c2ccc(OCc3ccccc3)cc2)CC1
    i, i, i, i, i, i, i, i, 6, 1.3, i
O=C(NCc1ccccc1)C1(c2cccc(F)c2)CCCC1
    i, i, i, i, i, i, i, i, 6, x, i
O=C(NCCS(=O)(=O)N1CCN(c2ccccc2F)CC1)c1ccco1
    i, i, i, i, i, i, i, i, 12, 1.1, i
FC(F)(F)Sc1ccc(NC(=S)NCc2ccccc2)cc1
    i, i, i, i, i, i, i, i, -12, 0.6, i
CC(=O)Nc1cccc(/C(C)=N/NC(=O)c2ccc(O)cc2)c1
    i, i, i, i, i, i, i, i, 16, 1.9, i
CNS(=O)(=O)c1cccc(C(=O)OCC(=O)Nc2ccc(Cl)cn2)c1
    i, i, i, i, i, i, i, x, 25, 0.0, i
CCOC(=O)Cn1nc(-c2ccccc2)ccc1=O
    i, i, i, i, i, i, i, i, 11, 0.2, i
CCOC(=O)C1=C(C)NC(C)=C(C(=O)OCC)C1c1ccccn1
    i, i, i, i, i, i, i, i, 17, -1.0, i
CC1CCCN(C(=O)Cc2cn(Cc3cccc(Cl)c3)c3ccccc23)C1 (stereo unspecified)
    i, i, i, i, i, i, i, i, 3, 0.3, i
O=C(CCOc1ccccc1)Nc1nnc(-c2ccc3c(c2)OCCO3)o1
    i, i, i, i, i, i, i, i, -14, -0.4, i
O=C(COC(=O)/C=C/c1ccc(S(=O)(=O)N2CCc3ccccc32)cc1)NC1CCS(=O)(=O)C1 (stereo unspecified)
    i, i, i, i, i, i, i, i, -2, 0.0, i
Cc1nn(C(=O)c2cc([N+](=O)[O-])ccc2Cl)c(C)c1Br
    i, i, i, i, i, i, i, i, 34, -9.2, i
Cc1cccc(OCC(O)CN2CCNCC2)c1 (stereo unspecified)
    i, i, i, i, i, i, i, i, 27, -20, i
COc1ccc(NC(=O)CS(=O)c2ccc(Cl)c(Cl)c2)cc1 (stereo unspecified)
    i, i, i, i, i, i, i, i, 6, -0.1, i
O=C(CSc1nn(-c2ccc(F)cc2)c(=S)s1)N1CCN(C(=O)c2ccco2)CC1
    i, i, i, i, i, i, i, i, 21, x, i
CC1(C)CC(=O)c2sc(NS(=O)(=O)c3ccccc3)nc2C1
    i, i, 13*, i, i, i, i, i, 2, -0.2, i
CN(CC(=O)Nc1c(Cl)cccc1Cl)C(=O)CCNS(=O)(=O)c1ccccc1C(F)(F)F
    i, i, i, i, i, i, i, i, 27, -0.9, i
O=C(OCCO)c1cc(Cl)c(C(=O)OCCO)cc1Cl
    i, i, i, i, i, i, i, i, 18, 0.8, i
O=c1c2cc(Br)ccc2[nH]c(=S)n1Cc1ccccn1
    i, i, i, i, i, i, i, i, 6, 0.4, i
CC(=O)Oc1cccc(N2C(=O)c3ccc(C(=O)Nc4c[nH]c(=O)[nH]c4=O)cc3C2=O)c1
    i, i, i, i, i, i, i, i, 15, 0.0, i
O=C(NCCC1=CCCCC1)C(=O)NCC(c1ccco1)N1CCN(c2ccc(F)cc2)CC1 (stereo unspecified)
    i, i, i, i, i, i, i, i, 11, -2.9, i
N/C(=N\OC(=O)CCC1CCCC1)c1ccncc1
    i, i, i, i, i, i, i, i, 24, 0.2, i
Cc1cc(=O)oc(C)c1C(=O)Nc1ccc2ncccc2c1
    i, i, i, i, i, i, i, i, 10, 0.0, i

Some of the compounds tested; rates above refer to the full screens.
